CHRM1 agonist: agonists of human M1 muscarinic receptor; P11229; CHO-K1 hM1, Fluo-8 calcium fluorescence, agonist mode; 0% DMSO, 100% acetylcholine EC100; activation, % at 3 µM; hit rate 0.33% among 360,000;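 active = activation above the run's mean compound activation plus 3 SD, cut at about 16% in these data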;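 note: peak over basal fluorescence ratio within a 140 s kinetic read after compound addition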
Target sequence (P11229 whole entry, looked up): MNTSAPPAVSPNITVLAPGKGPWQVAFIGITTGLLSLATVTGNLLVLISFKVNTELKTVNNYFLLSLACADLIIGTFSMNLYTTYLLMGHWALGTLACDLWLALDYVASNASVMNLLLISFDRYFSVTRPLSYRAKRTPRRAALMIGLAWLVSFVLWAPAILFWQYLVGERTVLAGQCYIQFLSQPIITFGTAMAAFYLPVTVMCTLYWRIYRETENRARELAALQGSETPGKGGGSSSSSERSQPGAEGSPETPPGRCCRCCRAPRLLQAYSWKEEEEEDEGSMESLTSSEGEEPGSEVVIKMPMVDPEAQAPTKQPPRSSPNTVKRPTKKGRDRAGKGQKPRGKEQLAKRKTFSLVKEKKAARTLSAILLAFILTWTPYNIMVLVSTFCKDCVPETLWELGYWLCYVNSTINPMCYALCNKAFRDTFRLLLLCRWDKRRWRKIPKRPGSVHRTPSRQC
TAAR1 ag: human TAAR1 agonism | AID 624467 | activation, % at 3 µM | CHO RD-HGA16 TAAR1, Fluo-8 calcium fluorescence; vehicle wells 0%, saturating PEA agonist 100% | hit rate 0.99% among 360,000;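 active = activation above the mean activation of all test compounds in the run plus 3 SD, cut at about 38% in these data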
Target sequence (Q96RJ0 whole entry, looked up): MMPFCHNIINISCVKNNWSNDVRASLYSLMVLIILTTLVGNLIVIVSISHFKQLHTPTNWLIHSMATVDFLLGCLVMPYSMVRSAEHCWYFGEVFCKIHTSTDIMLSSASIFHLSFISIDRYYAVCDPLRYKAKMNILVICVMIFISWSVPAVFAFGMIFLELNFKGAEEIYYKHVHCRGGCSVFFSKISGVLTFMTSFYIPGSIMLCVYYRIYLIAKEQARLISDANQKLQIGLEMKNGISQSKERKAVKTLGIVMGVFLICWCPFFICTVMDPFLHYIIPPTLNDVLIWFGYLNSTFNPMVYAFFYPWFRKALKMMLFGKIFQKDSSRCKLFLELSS
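System: CHO-derived RD-HGA16 cells with stable Gα16 and human TAAR1 / Times: 17-24 h plating, Fluo-8 75 min 37 °C, 30 min RT / Technique: calcium-sensitive Fluo-8 signal, excitation 470-495, emission 515-575 nm / Measure: % activation relative to PEA EC100 response / Benchmarks: DMSO and PEA EC100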
M1 ag parental: nonselective activator or artifact in parental CHO-K1 cells; Fluo-8 calcium fluorescence; scaled to maximal ATP response, vehicle zero; activation, % at 3 µM; hit rate 0.48% among 360,000; AID 602248; in the data active = activation above about 15%;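 note: untransfected CHO-K1 host cells lacking M1 receptor as counterscreen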
CHO parental Ca: counter-screen for OX1R antagonists: effect in parental CHO cells; inhibition, % at 5.6 µM; hit rate 0.63% among 330,000; AID 463079; parental CHO-K1, ATP-induced calcium, Fluo-8 fluorescence;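 active = inhibition above that plate's mean sample inhibition plus 3 SD, cut at about 26% in these data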;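 note: 0% = ATP-challenged DMSO wells and 100% = DMSO wells without ATP; some compounds past the cut are filed as inactive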
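Measured by: calcium-sensitive Fluo-8 fluorescence / Test system: CHO parental line / Controls: ATP-challenged DMSO wells low, unchallenged DMSO wells high / Measure: % inhibition / Compound: single nominal dose of 5.6 µM per compound / Replicates: single well per compound, no replicates / Reagent: ATP as calcium-mobilizing challenge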
V1aR counter: V1a receptor agonism, counter-screen for OXTR agonists. P37288. CHO-V1R cells, Fluo-8 calcium fluorescence, agonist mode; 0% DMSO, 100% 3 nM vasopressin. activation, % at 3 µM. hit rate 0.25% among 320,000;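 active = activation above the mean activation of all tested compounds plus 3 SD, per screening run, cut at about 20% in these data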;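 note: signal is peak over basal fluorescence ratio across a 100 second FLIPR read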
CHO-K1 Ca antag: counter-screen for M1 antagonists: effect in parental CHO-K1 cells; hit rate 0.6% among 360,000; ATP-induced calcium, Fluo-8 fluorescence; inhibition, % at 3 µM;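 active = inhibition above a per-plate cutoff, the plate's mean sample inhibition plus 3 SD, cut at about 24% in these data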;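 note: 0% = DMSO plus EC80 ATP and 100% = DMSO alone without ATP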
CHO-K1 Ca PAM: counter-screen for M1 PAMs: effect in parental CHO-K1 cells | activation, % at 3 µM | hit rate 0.02% among 360,000 | ATP EC20, Fluo-8 calcium fluorescence; 0% at ATP EC20, 100% at ATP max;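 active = activation above the run cutoff, the mean activation of all test compounds plus 3 SD, cut at about 40% in these data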;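 note: peak over basal fluorescence ratio in a 140 s read after ATP addition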
TAAR1 antagonist: human TAAR1 antagonism. inhibition, % at 3 µM. AID 624466. CHO RD-HGA16 TAAR1, Fluo-8 calcium fluorescence, antagonist. hit rate 1.5% among 360,000. Q96RJ0;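 active = inhibition above a per-plate cutoff, the mean inhibition of test compounds on that plate plus 3 SD, cut at about 49% in these data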;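 note: 0% = DMSO plus EC80 beta-PEA response and 100% = DMSO alone without agonist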
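test system = CHO RD-HGA16 cells bearing hTAAR1 | replication = singlicate | controls = DMSO-only wells and EC80 β-PEA-stimulated wells | reagent = EC80 β-phenethylamine stimulus | read-out basis = percent inhibition of PEA-evoked calcium signal, max/basal emission ratio | schedule = seeding 17-24 h prior, 75-min 37 °C, 30-min RT dye loading | signal = kinetic Fluo-8 calcium fluorescence measurement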
OXTR potentiate: potentiators of human oxytocin receptor | P30559 | CHO-OTR cells, Fluo-8 calcium fluorescence, potentiator mode; 0% = oxytocin EC15, 100% = EC100 | activation, % at 3 µM | hit rate 0.061% among 320,000 | AID 2445;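 active = activation above that plate's cutoff, the mean activation of tested compounds plus 3 SD, cut at about 6.6% in these data, passing the limit was not always enough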;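 note: 100% uses oxytocin at 75 nM as the full agonist control; some results filed as inactive read as strong as hits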
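Assay system: CHO cell line stably expressing human OTR. Reagent: EC15 oxytocin agonist. Dosing: single dose, 3.0 µM nominal final compound concentration. Timing: compound 6 min at room temperature before oxytocin, 100 s read. Signal: kinetic Fluo-8 calcium fluorescence. Controls: oxytocin EC15 low and EC100 high.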
Numbers without * were called inactive; . = no result given; & = joins results of further samples.

The line under a structure holds: M1 ag parental, CHRM1 agonist, OXTR potentiate, TAAR1 ag, V1aR counter, CHO-K1 Ca PAM, CHO-K1 Ca antag, TAAR1 antagonist, CHO parental Ca
- O=c1c2ccccc2nc(SCc2ccncc2)n1CC1CCCO1 (configuration not stated)
→ 0.1, -3, -14, -1, -0.7, -5, -4, -26, -10
- COc1ccccc1NS(=O)(=O)c1cccc(NC(=O)c2cc3ccccc3oc2=O)c1
→ 1.2, -8, -20, 11, 0.0, 15, -1, 11, -5
- Cc1nn(CC(=O)OCC(=O)Nc2ccccc2[N+](=O)[O-])c(C)c1[N+](=O)[O-]
→ 1.2, -6, -2, 1, 1.3, 3, -15, -5, -1
- Cc1ccc(-c2cc(C(=O)N3CCOCC3)c3cc(C)ccc3n2)cc1
→ 4.8, 10, 1, 12, -0.6, 1, -7, 38, 0
- Cn1nnnc1SCCNCc1cccc2ccccc12
→ -0.2, -9, -8, 1, -0.3, -5, -1, 8, -17
- Cn1cc(S(=O)(=O)NCCc2ccccc2)c(=O)n(C)c1=O
→ 0.4, -2, 4, 1, -0.3, 14, -10, -14, -9
- N#C/C(=C\c1cccnc1)C(=O)Nc1ccc(C(=O)O)cc1
→ 0.4, -1, 3, 2, 0.1, 15, -8, 3, -6
- O=C1ON=C(c2cccc([N+](=O)[O-])c2)/C1=C/c1ccc(O)cc1
→ -0.4, -4, -10, 1, 1.9, 15, 4, 0, -4
- C=CCn1c(CNC(=O)c2ccco2)nnc1SCC(=O)c1ccccc1
→ 0.0, -3, -13, 0, -0.5, 0, -5, -1, -27
- CC(=O)c1ccc(NC(=O)c2cc(CC(C)C)on2)cc1
→ 0.8, -6, -3, -1, 0.7, 22, -19, -12, 36*
- CC(C)CC1NC(=O)N(CC(=O)N2CCN(S(=O)(=O)c3ccc(Cl)cc3)CC2)C1=O (configuration not stated)
→ -0.1, -4, -4, 3, 3.0, 9, -10, 17, -15
- O=c1[nH][nH]c(=O)c2cc([N+](=O)[O-])ccc12
→ -0.4&0.4, -1&0, 1, 2&1, 1.0, -1&3, -10&-9, -5&4, -7
- O=C(Nc1ccc(Br)cc1)c1ccc(-n2cnnn2)cc1
→ 2.1, -3, -11, 2, 1.2, -3, -12, -11, -11
- CN(C)CCNC(=O)c1cccc(-c2cccc3nccn23)c1
→ -0.4, -6, ., 1, ., -2, 13, -32, .
- CCC1Oc2ccc(C)cc2N(CC(=O)NCc2cc(OC)ccc2OC)C1=O (configuration not stated)
→ 0.2, -5, -1, 34, -2.2, 12, -19, 2, -19
- COc1ccc(Cc2c(C(C)(C)C)nc3c(C)cc(Br)cn23)c(C)c1
→ 0.3, -10, ., 2, ., 10, 25*, -15, .
- COc1ccc(C(=O)OCC(=O)Nc2ccc(N3CCOCC3)cc2)cc1OC
→ 2.7, 0, 0, 3, 2.7, 7, -15, 3, -18
- CC1CCCCN1C(=O)CCS(=O)(=O)Cc1ccccc1 (configuration not stated)
→ -0.5, 1, 1, 4, 0.0, -10, 3, -8, -5
- O=C(CSc1ccccn1)N1CCN(c2ccccc2)CC1
→ 0.8, -4, -5, ., 0.2, 4, -5, ., 18
- CCOC(=O)c1sc(NC(=O)CSCc2c(C)noc2C)nc1C
→ 0.1, -4, -5, -3, -0.9, -5, -11, -13, -11

Overlap with the part before: 5 entries; new compounds follow.
The line under a structure holds: M1 ag parental, CHRM1 agonist, OXTR potentiate, TAAR1 ag, V1aR counter, CHO-K1 Ca PAM, CHO-K1 Ca antag, TAAR1 antagonist, CHO parental Ca
- COc1ccc(Cc2c(C(C)(C)C)nc3c(C)cc(Br)cn23)c(C)c1
→ 0.3, -10, ., 2, ., 10, 25*, -15, .
- COc1ccc(C(=O)OCC(=O)Nc2ccc(N3CCOCC3)cc2)cc1OC
→ 2.7, 0, 0, 3, 2.7, 7, -15, 3, -18
- CC1CCCCN1C(=O)CCS(=O)(=O)Cc1ccccc1 (configuration not stated)
→ -0.5, 1, 1, 4, 0.0, -10, 3, -8, -5
- O=C(CSc1ccccn1)N1CCN(c2ccccc2)CC1
→ 0.8, -4, -5, ., 0.2, 4, -5, ., 18
- CCOC(=O)c1sc(NC(=O)CSCc2c(C)noc2C)nc1C
→ 0.1, -4, -5, -3, -0.9, -5, -11, -13, -11
- S=C(Nc1ccc2c(c1)OCO2)NC1CCN(Cc2ccccc2)CC1
→ 0.6, -5, -5, 3, 2.4, 16, -6, 13, -4
- Cc1oc(/N=C/c2ccc(O)cc2O)c(C#N)c1C
→ 0.8, -3, -9, 3, 2.8, 8, -3, 3, 4
- CCCCn1c(N)c(N(CCC(C)C)C(=O)Cc2ccc(S(=O)(=O)N3CCOCC3)s2)c(=O)[nH]c1=O
→ 0.2, -3, 0, 0, -0.2, -5, 2, -1, -27
- O=C(Nc1ccc2c(c1)OCCO2)C1c2ccccc2OCC(=O)N1CCCN1CCOCC1 (configuration not stated)
→ 0.9, ., ., 2, ., 6, -21, 4, .
- Cc1cc(C)c(S(=O)(=O)c2ccccc2C)c(SCC(C)C)n1
→ -0.6, -5, -13, 9, 0.1, 8, -13, -2, 57*
- O=C(CC12CC3CC(CC(C3)C1)C2)NC(=S)N1CCCCC1
→ 0.1, -5, -3, 14, -1.0, 17, -7, -6, -19
- C/C(=N/Oc1nc(C)cc(C)n1)c1ccccc1
→ 0.4, -4, -5, 10, 2.4, 21, -12, 14, 4
- N#CC(C#N)=C/C=C(\Nc1ccc(Cl)cc1)c1ccc(Cl)cc1
→ 5.4, -2, -5, 3, 5.2, -6, -2, -12, -2
- CCN(CC)S(=O)(=O)c1ccc(C)c(NC(=O)CNc2cccc(S(=O)(=O)N3CCCC3)c2)c1
→ 0.1, 0, -12, 3, -0.1, 8, -5, -3, -17
- O=S(=O)(N/N=C/c1cccc(OC2CSC2)c1)c1ccccc1
→ 0.3, -5, 0, -2, -0.1, 5, 1, -16, -12
- Cc1ccc(C)c(NC(=O)CN(C)C(=O)Cc2ccc(Cl)cc2Cl)c1
→ 1.0, -8, -7, 0, 1.8, 18, -10, 9, -7
- C=CCN1/C(=C(\C#N)C2=NS(=O)(=O)c3ccccc32)N(C)c2ccccc21
→ 1.4, -3, 1, 6, 0.2, -4, -1, -1, -13
- CC(=O)C1=C(C)NC(SCC(=O)Nc2nccs2)=C(C#N)C1c1ccccc1Cl (configuration not stated)
→ 1.5, -8, -4, 3, -0.1, 4, 4, 34, -17
- CC(CN(C)Cc1nc(Cc2cccc(C(F)(F)F)c2)no1)CN1CCCC1 (configuration not stated)
→ 0.3, -6, -3, 1, -0.6, 10, -9, 0, -17
- C[C@H](CO)N1C[C@H](C)[C@@H](CN(C)Cc2ccc(C(=O)O)cc2)Oc2ccc(NC(=O)Cn3cnnn3)cc2C1=O
→ 0.1, -1, 0, 0, 1.5, 1, -10, -13, 5
- Cc1cc(=O)c2cc(Cl)ccc2[nH]1
→ 0.7, -2, -6, 10, 1.2, -3, -13, -5, -3
- Cc1cc(C)nc(NC(=S)NC(=O)c2ccccc2F)n1
→ 1.3, -4, -6, 0, 0.7, 10, -8, -19, -18
- COc1ccc(-c2nnc(NC(=O)c3ccc([N+](=O)[O-])o3)o2)c(OC)c1
→ 1.4, -1, 1, 4, 0.9, 13, -8, -9, -8
- Cc1cc(C)c(NC(=O)C2CCN(S(C)(=O)=O)CC2)c(C)c1
→ 0.3, -2, ., 1, ., 18, -13, -3, .
- Cc1noc2ncnc(Sc3c(Cl)cccc3Cl)c12
→ -0.5, -7, -6, 12, -1.3, 6, 3, 1, -11

More results follow:
The line under a structure holds: M1 ag parental, CHRM1 agonist, OXTR potentiate, TAAR1 ag, V1aR counter, CHO-K1 Ca PAM, CHO-K1 Ca antag, TAAR1 antagonist, CHO parental Ca
- CC(C)c1ccc(/C=N/N2CCCCC2)cc1
→ 0.3, 1, 4, 0, -0.3, 1, -5, 3, -11
- C[C@@H]1C[C@H]2[C@@H]3C[C@H](F)C4=CC(=O)C=C[C@]4(C)[C@@]3(Cl)[C@@H](O)C[C@]2(C)[C@H]1C(=O)COC(=O)C(C)(C)C
→ 0.0, -1, -3, 1, 1.1, -3, 1, -1, -17
- CCOC(=O)c1cc(C(=O)NN)c(C)nc1C
→ 0.6, -2, -2, 6, 1.7, 22, -10, -2, -21
- Cc1ccc(N=C2SC(C(=O)Nc3ccc(OC(F)(F)F)cc3)C(N)=C2C(=O)Nc2c(C)cc(C)cc2C)cc1 (configuration not stated)
→ 12, -2, -3, 2, 2.1, 21, 0, 3, 8
- O=C(O)CCCN1C(=O)C2C3CC(C2C1=O)C1C(c2ccccc2)c2sc(=O)[nH]c2SC31 (configuration not stated)
→ 0.4, -4, 1, 5, -0.2, 16, -14, 1, -5
- CC1=CC(C)[C@H](/C=N/n2c(=O)[nH]c3c([nH]c4ccc(Br)cc43)c2=O)C(C)C1 (some centres not stated)
→ -0.4, 0, 1, 2, 0.6, 4, 1, 11, -2
- Cc1oc(-c2ccc(Cl)cc2)cc1C(=O)N1CCC1(C)C(=O)O (configuration not stated)
→ 0.4, -1, ., 0, ., 6, -4, -10, .
- COc1cc2c(cc1NC(=S)Nc1cccc(C(F)(F)F)c1)oc1ccccc12
→ 0.5, -4, -13, 11, -1.5, 20, -9, 1, -11
- NC1=NC(c2cccc(O)c2)n2c(nc3ccccc32)N1 (configuration not stated)
→ 0.2, -12, 8, 5, 0.3, -12, 4, -25, -5
- O=C1CCc2cc(S(=O)(=O)NC(C(=O)N3CCN(c4ccccn4)CC3)c3ccccc3)ccc2N1 (configuration not stated)
→ 0.2, -5, -7, 2, -0.2, 20, -14, 5, -18
- CC1=C(C(=O)Nc2ccc(C(=O)NCCC(C)C)cc2)SCCO1
→ 2.0, -4, -15, 0, 1.5, -9, -10, 6, 5
- COc1cccc(OC)c1C(=O)Nc1c(C(=O)N2CCN(c3ccccn3)CC2)oc2ccccc12
→ 4.5, -7, -11, 4, 5.1, 14, -11, 24, -22
- CC(C)(C)NC(=S)Nc1ccc(Nc2ccccc2)cc1
→ 2.6, -5, -5, 7, 1.4, 13, 2, 0, 3

Sorted by the number under CHRM1 agonist (descending): some entries from above.
| Compound | CHRM1 agonist | OXTR potentiate | TAAR1 ag |
| --- | --- | --- | --- |
| CC1=CC(C)[C@H](/C=N/n2c(=O)[nH]c3c([nH]c4ccc(Br)cc43)c2=O)C(C)C1 (some centres not stated) | 0 | 1 | 2 |
| C[C@@H]1C[C@H]2[C@@H]3C[C@H](F)C4=CC(=O)C=C[C@]4(C)[C@@]3(Cl)[C@@H](O)C[C@]2(C)[C@H]1C(=O)COC(=O)C(C)(C)C | -1 | -3 | 1 |
| CCOC(=O)c1cc(C(=O)NN)c(C)nc1C | -2 | -2 | 6 |

Screening results from PubChem.
